Screens (PubChem)
PfGluPho inh – PfG6PD (Plasmodium falciparum) enzyme inhibition | hit rate 0.78% among 350,000 | AID 504690 | PfGluPho enzyme, NADPH resazurin-diaphorase fluorescence | inhibition, % at 20 µM;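 active means inhibition reaching at least a set limit at 20 µM in the primary screen, cut at about 59% in these data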;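 further: 0% = DMSO wells with substrate and 100% = DMSO wells lacking glucose-6-phosphate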
SENP7 block – SENP7 protease inhibition; inhibition, % at 5 µM; AID 434973; hit rate 1.5% among 330,000; recombinant SENP7, Z-RLRGG-aminoluciferin luminescence, 40 min;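 active means inhibition above about 50% at the single test dose, limit read from the data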;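 further: plate controls were DMSO with enzyme for no effect and no enzyme buffer wells for full effect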
Target sequence (Q9BQF6 706-1050 limits assumed): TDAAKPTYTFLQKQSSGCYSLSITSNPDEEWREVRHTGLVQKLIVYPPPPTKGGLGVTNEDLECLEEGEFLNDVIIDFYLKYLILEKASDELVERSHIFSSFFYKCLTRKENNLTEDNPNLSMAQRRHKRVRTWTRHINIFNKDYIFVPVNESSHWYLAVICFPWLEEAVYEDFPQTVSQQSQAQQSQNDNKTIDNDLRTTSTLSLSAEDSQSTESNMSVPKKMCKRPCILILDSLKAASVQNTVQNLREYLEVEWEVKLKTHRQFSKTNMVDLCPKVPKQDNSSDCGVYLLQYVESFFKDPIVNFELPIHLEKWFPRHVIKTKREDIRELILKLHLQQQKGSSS
MPTP inh – blocks calcium-induced mitochondrial swelling; inhibition, % at 10 µM; isolated mouse mitochondria, Ca2+ swelling absorbance, 30 min; AID 602449; hit rate 1.4% among 360,000;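 active means inhibition of 50% or more, scaled per plate between neutral and stimulator controls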;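 further: 0% = DMSO wells given calcium and 100% = 1 mM EGTA wells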
ATG4B inhibitor – blocks human ATG4B protease cleavage of LC3 substrate. hit rate 0.51% among 340,000. inhibition, % at 8.33 µM. Q9Y4P1. AID 504462. ATG4B cleavage of LC3-PLA2, NBD-HPC fluorescence, 1 h; in the data active means inhibition above about 40%
Target sequence (Q9Y4P1 whole entry, looked up): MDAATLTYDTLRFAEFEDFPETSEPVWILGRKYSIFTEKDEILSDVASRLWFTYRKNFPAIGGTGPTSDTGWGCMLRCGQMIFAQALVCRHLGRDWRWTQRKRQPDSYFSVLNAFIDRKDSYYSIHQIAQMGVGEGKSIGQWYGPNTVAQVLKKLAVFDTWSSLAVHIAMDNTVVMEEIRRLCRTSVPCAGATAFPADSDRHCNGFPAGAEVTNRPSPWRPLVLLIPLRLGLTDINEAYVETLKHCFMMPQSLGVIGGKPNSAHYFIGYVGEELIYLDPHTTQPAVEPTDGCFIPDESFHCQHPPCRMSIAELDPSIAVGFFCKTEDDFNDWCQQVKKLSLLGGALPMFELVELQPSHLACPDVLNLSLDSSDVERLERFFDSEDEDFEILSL
SENP6 block – inhibitors of human SENP6 protease; Recombinant SENP6 catalytic domain, aminoluciferin luminescence; inhibition, % at 10 µM; hit rate 1.8% among 330,000;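 active means inhibition above about 50% at the single tested dose, limit read from the data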;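 further: plate controls were DMSO wells with enzyme for no effect and DMSO wells lacking enzyme for full effect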
HKDC1 inh – HKDC1 (human) hexokinase inhibition; hit rate 0.16% among 340,000; AID 493160; recombinant HKDC1, G6PDH/diaphorase resazurin coupled fluorescence; Q2TB90; inhibition, % at 20 µM;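 active means inhibition above about 35% when tested at 20 µM, limit read from the data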;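 further: plate controls were DMSO wells with enzyme for no effect and DMSO wells lacking enzyme for full effect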
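Assay system: recombinant HKDC1 hexokinase; detection: coupled resazurin fluorescence, excitation 525 nm, emission 613 nm; benchmarks: DMSO-plus-enzyme-mix negative control, buffer-substituted positive control; compound dosing: single 20 µM dose; schedule: 90 min at room temperature in dark; also added: glucose plus 1 mM ATP as hexokinase substrates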
NR3A LBD binder – modulators (binders) of human NR3A ligand-binding domain; NR3A LBD differential scanning fluorimetry, Tm shift; 0% = protein alone, 100% = glycine-bound protein; hit rate 2.5% among 340,000; AID 1259313; Tm shift relative to glycine control, % at 25 µM;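 active means melting temperature shift of at least 10% of the positive control shift, at one fixed dose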
SENP8 block – SENP8 (human) protease inhibition. Q96LD8. recombinant SENP8, Nedd8 substrate fluorescence. inhibition, % at 20 µM. hit rate 0.64% among 360,000. AID 602440; in the data active means inhibition mostly above about 40%, no sharp cut-off; inactive means mostly below about 27%
Target sequence (Q96LD8 whole entry, looked up): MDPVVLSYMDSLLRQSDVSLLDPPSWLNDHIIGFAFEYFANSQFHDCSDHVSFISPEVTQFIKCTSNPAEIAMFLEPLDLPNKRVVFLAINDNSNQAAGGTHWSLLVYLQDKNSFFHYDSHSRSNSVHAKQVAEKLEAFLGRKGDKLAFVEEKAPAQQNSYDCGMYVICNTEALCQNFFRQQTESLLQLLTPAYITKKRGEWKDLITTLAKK
The depositor's hits bear a star. Rows were taken by chance; any-hit rate near 6.9%.

`Cc1ccc(N2CCN(C(=O)C3CCN(S(=O)(=O)c4cccc5nsnc45)CC3)CC2C)cc1` (configuration not stated) gave PfGluPho inh 11, MPTP inh 2.5, ATG4B inhibitor -9, HKDC1 inh -1, NR3A LBD binder 0 and SENP8 block 1.
Screening COc1cc(C(=O)OCCN2CCOCC2)ccc1O returned PfGluPho inh 14, SENP7 block 10, MPTP inh -1.1, ATG4B inhibitor -5, SENP6 block 7, HKDC1 inh -4, NR3A LBD binder 1 and SENP8 block 8.
Screening O=C1CCCC2=C1C(c1ccc(Cl)cc1)C1C(=O)c3ccccc3C1=N2 (configuration not stated) returned PfGluPho inh 72*, SENP7 block 7, MPTP inh 55*, ATG4B inhibitor 16, SENP6 block -2, HKDC1 inh -1, NR3A LBD binder -4 and SENP8 block -4.
Screening O=C(Cc1ccc(S(=O)(=O)N2CCOCC2)s1)N1CCN(S(=O)(=O)c2cccc(Cl)c2)CC1 returned PfGluPho inh 8, SENP7 block 11, MPTP inh -1.0, ATG4B inhibitor -6, SENP6 block 2, HKDC1 inh -6, NR3A LBD binder 0 and SENP8 block -9.
Screening COc1ccc(/C=N\NC(=O)c2ccc(-c3ccccc3)cc2)c(OC)c1OC returned PfGluPho inh -6, SENP7 block 2, MPTP inh 0.3, ATG4B inhibitor 5, SENP6 block -7, HKDC1 inh -5, NR3A LBD binder 1 and SENP8 block -295.
`CCC1CCc2c(sc(NC(=O)C3CC=CCC3C(=O)O)c2C#N)C1` (configuration not stated) gave PfGluPho inh -29, SENP7 block -4, MPTP inh 8.0, ATG4B inhibitor 1, SENP6 block -17, HKDC1 inh 1, NR3A LBD binder -4 and SENP8 block 4.
Cc1cc(C)cc(NC(=O)NNC(=O)c2cc3occc3[nH]2)c1 was read as PfGluPho inh 5, SENP7 block -7, MPTP inh -0.6, ATG4B inhibitor -3, SENP6 block 1, HKDC1 inh -2, NR3A LBD binder 1 and SENP8 block 2.
Screening COc1cc(C(C)=O)ccc1OCC(=O)N(CCC1=CCCCC1)c1c(N)n(Cc2ccccc2)c(=O)[nH]c1=O returned PfGluPho inh 2, SENP7 block -1, MPTP inh 0.2, ATG4B inhibitor -13, SENP6 block -9, HKDC1 inh 3, NR3A LBD binder 0 and SENP8 block -55.
`CCN(CC)S(=O)(=O)c1cccc(NC(=O)c2cncc(Br)c2)c1` gave PfGluPho inh 11, SENP7 block 3, MPTP inh 1.0, ATG4B inhibitor -2, SENP6 block 5, HKDC1 inh -9, NR3A LBD binder -2 and SENP8 block 1.
COCCn1c(SCC(=O)Nc2ccc(OC)cc2)nnc1-c1ccoc1C was read as PfGluPho inh -7, SENP7 block -3, MPTP inh -0.8, ATG4B inhibitor 0, SENP6 block 11, HKDC1 inh -2, NR3A LBD binder -1 and SENP8 block 2.
For O=C(COC(=O)Cc1ccc(Br)cc1)NCc1ccc(F)cc1 the results were PfGluPho inh 0, SENP7 block 4, MPTP inh -2.1, ATG4B inhibitor -3, SENP6 block 2, HKDC1 inh -3, NR3A LBD binder 2 and SENP8 block 14.
C[n+]1cc[nH]c1SCC(=O)c1ccccc1 was read as PfGluPho inh 0, SENP7 block 19, MPTP inh -0.9, ATG4B inhibitor 6, SENP6 block -4, HKDC1 inh 2, NR3A LBD binder 0 and SENP8 block 24.
O=C(O)CCC(=O)Nc1ccccc1C(=O)NCc1ccco1 was read as PfGluPho inh -3, SENP7 block 1, MPTP inh -1.7, ATG4B inhibitor -4, SENP6 block -5, HKDC1 inh -4, NR3A LBD binder 1 and SENP8 block 12.
CN(C)/C=N/C(=S)Nc1ccc(Cl)c(Cl)c1 was read as PfGluPho inh 4, SENP7 block 38, MPTP inh -1.0, ATG4B inhibitor 3, SENP6 block 60*, HKDC1 inh 4, NR3A LBD binder 1 and SENP8 block 18.
`COc1ccc(-c2noc(CNC(=O)CCN3C(=O)[C@H]4CC=CC[C@H]4C3=O)n2)cc1` gave PfGluPho inh -7, SENP7 block -15, MPTP inh 0.4, ATG4B inhibitor 3, SENP6 block -4, HKDC1 inh -6, NR3A LBD binder 1 and SENP8 block 10.

For reference, some entries already given:
`Cc1ccc(N2CCN(C(=O)C3CCN(S(=O)(=O)c4cccc5nsnc45)CC3)CC2C)cc1` (configuration not stated) gave PfGluPho inh 11, MPTP inh 2.5, ATG4B inhibitor -9, HKDC1 inh -1, NR3A LBD binder 0 and SENP8 block 1.
Screening COc1cc(C(=O)OCCN2CCOCC2)ccc1O returned PfGluPho inh 14, SENP7 block 10, MPTP inh -1.1, ATG4B inhibitor -5, SENP6 block 7, HKDC1 inh -4, NR3A LBD binder 1 and SENP8 block 8.
Screening O=C1CCCC2=C1C(c1ccc(Cl)cc1)C1C(=O)c3ccccc3C1=N2 (configuration not stated) returned PfGluPho inh 72*, SENP7 block 7, MPTP inh 55*, ATG4B inhibitor 16, SENP6 block -2, HKDC1 inh -1, NR3A LBD binder -4 and SENP8 block -4.
Screening O=C(Cc1ccc(S(=O)(=O)N2CCOCC2)s1)N1CCN(S(=O)(=O)c2cccc(Cl)c2)CC1 returned PfGluPho inh 8, SENP7 block 11, MPTP inh -1.0, ATG4B inhibitor -6, SENP6 block 2, HKDC1 inh -6, NR3A LBD binder 0 and SENP8 block -9.
Screening COc1ccc(/C=N\NC(=O)c2ccc(-c3ccccc3)cc2)c(OC)c1OC returned PfGluPho inh -6, SENP7 block 2, MPTP inh 0.3, ATG4B inhibitor 5, SENP6 block -7, HKDC1 inh -5, NR3A LBD binder 1 and SENP8 block -295.
`CCC1CCc2c(sc(NC(=O)C3CC=CCC3C(=O)O)c2C#N)C1` (configuration not stated) gave PfGluPho inh -29, SENP7 block -4, MPTP inh 8.0, ATG4B inhibitor 1, SENP6 block -17, HKDC1 inh 1, NR3A LBD binder -4 and SENP8 block 4.

New compounds follow:
`Cc1ccc(N(CN2C(=O)NC(C)(C)C2=O)CN2C(=O)NC(C)(C)C2=O)cc1` gave PfGluPho inh 4, SENP7 block 7, MPTP inh 0.0, ATG4B inhibitor -11, SENP6 block -4, HKDC1 inh -1, NR3A LBD binder 2 and SENP8 block 15.
`CCOC(=O)c1c(NC(=O)c2cnn3c2NC(c2cccc(OC)c2)CC3C(F)(F)F)sc2c1CCCC2` (configuration not stated) gave PfGluPho inh -6, SENP7 block -4, MPTP inh 0.5, ATG4B inhibitor 7, SENP6 block -10, HKDC1 inh -11, NR3A LBD binder -3 and SENP8 block -420.
`COCc1c(Br)c(C)nc(OCC(=O)O)c1C#N` gave PfGluPho inh -16, SENP7 block 0, MPTP inh 7.6, ATG4B inhibitor 1, SENP6 block -28, HKDC1 inh 4, NR3A LBD binder 0 and SENP8 block 4.
O=C1c2cccc3c(N4CCCCC4)ccc(c23)C(=O)N1c1cccc(O)c1 was read as PfGluPho inh -1, SENP7 block -10, MPTP inh 2.1, ATG4B inhibitor -6, SENP6 block -21, HKDC1 inh 22, NR3A LBD binder -12 and SENP8 block -77.
COc1ccc(S(=O)(=O)Nc2c(C)n(C)n(-c3ccccc3)c2=O)c(Cl)c1Cl was read as PfGluPho inh -22, SENP7 block -6, MPTP inh 0.5, ATG4B inhibitor 1, SENP6 block -5, HKDC1 inh 2, NR3A LBD binder 0 and SENP8 block 3.
`O=C(NCC1CCCN(Cc2ccc3c(c2)OCCO3)C1)c1ccc2c(c1)OCO2` (configuration not stated) gave PfGluPho inh -8, SENP7 block -6, MPTP inh -0.3, ATG4B inhibitor 6, SENP6 block -15, HKDC1 inh -4, NR3A LBD binder -2 and SENP8 block -15.
For CCCNC(=O)C1CC2Cn3c(nc4ccccc43)C2N1C (configuration not stated) the results were PfGluPho inh 9, SENP7 block -3, MPTP inh -0.2, ATG4B inhibitor -2, SENP6 block -13, HKDC1 inh 0, NR3A LBD binder 3 and SENP8 block 6.
For COC(=O)C1=C(C)NC(C)=C(C(=O)OC)C1c1cc2ccc(C)cc2[nH]c1=O the results were PfGluPho inh -11, SENP7 block -5, MPTP inh -1.0, ATG4B inhibitor -10, SENP6 block -9, HKDC1 inh 1, NR3A LBD binder 0 and SENP8 block -280.
O=C(O)CCCC(=O)Nc1ccc(Br)cc1 was read as PfGluPho inh -30, SENP7 block -6, MPTP inh -2.8, ATG4B inhibitor 5, SENP6 block 3, HKDC1 inh 7, NR3A LBD binder 0 and SENP8 block 10.
For O=C1CCCc2ccccc2N1 the results were PfGluPho inh -3, SENP7 block -2, MPTP inh 0.3, ATG4B inhibitor -5, SENP6 block -3, HKDC1 inh 1, NR3A LBD binder 0 and SENP8 block -2.
`Nc1ccc(C(=O)c2cccs2)cn1` gave PfGluPho inh -3, SENP7 block 7, MPTP inh -0.8, ATG4B inhibitor 1, SENP6 block 4, HKDC1 inh -7, NR3A LBD binder 2 and SENP8 block 14.
For Cc1ccc(OCC(=O)c2cc(C)n(Cc3ccco3)c2C)c([N+](=O)[O-])n1 the results were PfGluPho inh -6, SENP7 block 9, MPTP inh 7.5, ATG4B inhibitor 0, SENP6 block 14, HKDC1 inh 2, NR3A LBD binder -2 and SENP8 block 14.
`CCC(Sc1nc2cc(OC)c(OC)cc2c(=O)n1CCc1ccc(OC)c(OC)c1)C(=O)NCCOC` (configuration not stated) gave PfGluPho inh -9, SENP7 block 4, MPTP inh 0.5, ATG4B inhibitor 4, SENP6 block -6, HKDC1 inh -1, NR3A LBD binder 1 and SENP8 block 12.
Screening O=C(CSc1nnc2n1CCCN2C(=S)Nc1ccc(Cl)cc1)c1ccccc1 returned PfGluPho inh 6, SENP7 block -12, MPTP inh 84*, ATG4B inhibitor 4, SENP6 block -8, HKDC1 inh 0, NR3A LBD binder 5 and SENP8 block 2.
`COCCN(C(=O)CSc1nc2ccc(OC)cc2[nH]1)c1c(N)n(Cc2ccccc2)c(=O)[nH]c1=O` gave PfGluPho inh -11, SENP7 block -4, MPTP inh -0.2, ATG4B inhibitor 8, SENP6 block 7, HKDC1 inh 3, NR3A LBD binder 1 and SENP8 block 13.
Screening CC1CCCCN1C(=O)CN1C(=O)CN(C)C(=O)c2ccccc21 (configuration not stated) returned PfGluPho inh -4, SENP7 block -2, MPTP inh 2.9, ATG4B inhibitor -6, SENP6 block -10, HKDC1 inh 6, NR3A LBD binder 0 and SENP8 block 10.
Screening Cc1ccc(S(=O)(=O)N2CCN(C(=O)Cn3c(=O)cnc4ccccc43)CC2)cc1 returned PfGluPho inh 5, SENP7 block 9, MPTP inh -0.4, ATG4B inhibitor -6, SENP6 block 1, HKDC1 inh -4, NR3A LBD binder 4 and SENP8 block -206.
Screening COc1ccc(C2NC(=O)CCC2[N+](=O)[O-])c(OC)c1OC (configuration not stated) returned PfGluPho inh 9, SENP7 block -1, MPTP inh 0.6, ATG4B inhibitor 3, SENP6 block -6, HKDC1 inh -7, NR3A LBD binder 0 and SENP8 block 9.
CCCCc1cc(=O)oc2c(CN(C)C)c(O)c(Cl)cc12 was read as PfGluPho inh 2, SENP7 block -2, MPTP inh -2.6, ATG4B inhibitor -2, SENP6 block -7, HKDC1 inh -10, NR3A LBD binder 1 and SENP8 block -276.
For CNC(=S)N(Cc1cccs1)Cc1cc2cc(OC)ccc2[nH]c1=O the results were PfGluPho inh 6, SENP7 block -5, MPTP inh 0.4, ATG4B inhibitor -12, SENP6 block -16, HKDC1 inh -6, NR3A LBD binder 1 and SENP8 block -366.
`Cc1cc(C(C)(C)C)ccc1Oc1cccc2c1S(=O)(=O)N(C1CCCC1)CC(COCc1ccccc1)O2` (configuration not stated) gave PfGluPho inh 2, MPTP inh -0.9, ATG4B inhibitor -1, HKDC1 inh -2, NR3A LBD binder -2 and SENP8 block 11.
Screening CCOc1ccc(Br)cc1S(=O)(=O)N1CC(C)OC(C)C1 (configuration not stated) returned PfGluPho inh -8, SENP7 block -1, MPTP inh -0.4, ATG4B inhibitor -8, SENP6 block -2, HKDC1 inh -3, NR3A LBD binder -1 and SENP8 block 8.
